Source: PubChem BioAssay
PG9 Ab binder: small molecules binding HIV-1 gp120 antibody PG9; actives 0.43% (n = 360,000); inhibition, % at 6.7 µM; TR-FRET gp120-PG9 antibody binding; in the data active = inhibition above about 8.5%
DDE Tn7 FP inh: DD(E)-Tn7 binding inhibition, primary FP screen. FP displacement of FITC-Tn7 peptide from fibrin DD(E); 0% = median of compound wells per plate. actives 0.13% (n = 370,000). AID 720508. inhibition, % at 8.3 µM. P02675;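 active = inhibition above the mean of compounds falling within the control limits plus 3 SD of them, cut at about 14% in these data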;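 note: 0% = plate median of compound wells and 100% = 10 µM Aha-Tn7 peptide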
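Assay system: Human fibrin DD(E) protein | Medium: Tris buffer with calcium and detergent, pH 7.8 | Reagent: 0.1 µM fluorescent Tn7 | Compound dosing: Single point at 8.3 µM | Times: 10 min preincubation, 3 h with tracer, room temperature | Detection: Fluorescence polarization of the labelled Tn7 tracer | Controls: Aha-Tn7 high control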
ABHD4 inh: inhibits mouse alpha/beta hydrolase domain 4; purified mABHD4, FP-Rh probe fluorescence polarization; inhibition, % at 8.92 µM; actives 0.54% (n = 370,000); AID 720543;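 active = inhibition exceeding the mean over every tested compound plus 3 SD, cut at about 30% in these data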;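 note: 0% = plate median of compound wells and 100% = S159A mutant with DMSO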
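assay system = mABHD4 protein | compound dosing = single nominal dose of 8.92 µM, 0.89% DMSO final | read-out basis = percent inhibition of probe binding, normalized to plate controls | schedule = Enzyme–compound pre-incubation 45 min, then probe 60 min, both 25 °C | detection = fluorescence polarization, excitation 525 nm, emission 598 nm, BODIPY TMR filters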
SIAE primary: human SIAE inhibition, primary screen; Q9HAT2; SIAE FP-Rh probe binding, fluorescence polarization; inhibition, % at 9.66 µM; actives 0.69% (n = 370,000); AID 1053197;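 active = inhibition above a cutoff: mean of compounds within the control limits plus 3 SD of those, cut at about 17% in these data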;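 note: 0% = plate median of compound wells and 100% = probe without SIAE protein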
Target sequence (Q9HAT2 whole entry, looked up): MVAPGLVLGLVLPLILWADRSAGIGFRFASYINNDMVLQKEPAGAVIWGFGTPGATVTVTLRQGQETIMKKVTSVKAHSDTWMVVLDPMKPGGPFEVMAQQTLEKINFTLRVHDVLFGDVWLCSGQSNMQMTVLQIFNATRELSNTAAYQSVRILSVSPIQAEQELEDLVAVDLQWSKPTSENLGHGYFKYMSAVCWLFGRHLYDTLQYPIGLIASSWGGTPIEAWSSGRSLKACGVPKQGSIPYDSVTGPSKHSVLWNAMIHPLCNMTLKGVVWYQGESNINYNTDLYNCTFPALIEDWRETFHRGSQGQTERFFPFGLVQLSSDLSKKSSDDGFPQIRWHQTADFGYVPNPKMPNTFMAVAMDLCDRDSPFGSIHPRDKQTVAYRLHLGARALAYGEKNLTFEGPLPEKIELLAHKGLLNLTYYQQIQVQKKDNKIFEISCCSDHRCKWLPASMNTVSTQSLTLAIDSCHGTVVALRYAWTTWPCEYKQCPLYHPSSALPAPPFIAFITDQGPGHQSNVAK
LEDGF integ inh: blocks HIV-1 LEDGF/p75-dependent DNA integration; actives 0.64% (n = 370,000); inhibition, % at 3.7 µM; TR-FRET IN-LEDGF/p75 DNA integration, Eu/Cy5;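 active = inhibition above the screen-wide mean plus 3 SD, cut at about 13% in these data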;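 note: signal is the Cy5 over europium emission ratio at 671 and 618 nm; 0% = plate median of compound wells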
TDP2 absorb: blocks human TDP2 phosphodiesterase activity; actives 0.34% (n = 370,000); O95551; inhibition, % at 12.8 µM; recombinant TDP2, T5PNP hydrolysis, p-nitrophenol absorbance 415 nm;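 active = inhibition above the mean of all tested compounds plus 3 SD, set per campaign, cut at about 25% in these data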;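 note: 0% = DMSO with enzyme and 100% = buffer with substrate but no TDP2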
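System – recombinant human TDP2 · Quantity – TDP2 enzyme at 120 nM final · Doses – single concentration, 12.8 µM nominal, with 1% DMSO · Incubation – 2 h at 37 °C · Measured by – epi absorbance of p-nitrophenol freed from T5PNP by hydrolysis · Read-out – % inhibition relative to enzyme-containing and enzyme-free wells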
PRMT1 inh: inhibitors of human PRMT1; recombinant PRMT1, activity-based probe fluorescence polarization; inhibition, % at 2.79 µM; actives 1.3% (n = 370,000);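 active = inhibition above about 21% made by adding two undisclosed values, limit read from the data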
UHRF1 binding: UHRF1 methyl-DNA binding inhibition | Q96T88 | UHRF1 binding to methylated oligo, TR-FRET | actives 0.75% (n = 370,000) | inhibition, % at 4.4 µM; in the data active = inhibition above about 21%;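 note: UHRF1 SRA domain binding a hemimethylated CpG hairpin DNA probe; 0% = median of test compound wells and 100% = reference inhibitor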
HTRA1 inh: HTRA1 (human) protease inhibition. recombinant HTRA1, FP-rhodamine activity-based probe, fluorescence polarization. inhibition, % at 5.96 µM. actives 0.5% (n = 340,000). AID 504803; in the data active = inhibition above about 36%;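 note: 0% = enzyme with DMSO and 100% = wells lacking enzyme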
Target sequence (Q92743 whole entry, looked up): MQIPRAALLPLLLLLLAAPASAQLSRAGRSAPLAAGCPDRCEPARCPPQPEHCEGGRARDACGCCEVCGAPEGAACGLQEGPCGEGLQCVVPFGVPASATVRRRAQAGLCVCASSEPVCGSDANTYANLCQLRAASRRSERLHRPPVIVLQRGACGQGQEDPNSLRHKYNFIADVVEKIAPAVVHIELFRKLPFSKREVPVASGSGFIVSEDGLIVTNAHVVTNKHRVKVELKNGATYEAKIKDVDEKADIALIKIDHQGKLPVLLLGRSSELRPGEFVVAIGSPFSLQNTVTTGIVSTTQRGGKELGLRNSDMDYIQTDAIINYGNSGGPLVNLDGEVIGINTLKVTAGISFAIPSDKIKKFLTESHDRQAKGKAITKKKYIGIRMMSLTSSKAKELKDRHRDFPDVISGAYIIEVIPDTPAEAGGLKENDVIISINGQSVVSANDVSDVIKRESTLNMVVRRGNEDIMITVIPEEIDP
TCR CD3 inh: human TCR-CD3 binding inhibition. TAMRA-labeled TCR probe fluorescence, biochemical. actives 0.37% (n = 360,000). AID 651800. inhibition, % at 9.4 µM; in the data active = inhibition above about 19%;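 note: recombinant mutant TCR 2C K166C tagged with TAMRA read by polarization; 0% = receptor in buffer alone and 100% = receptor with positive control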
Starred values were filed as active, the others as inactive; . = not tested or not shown.

Molecule | SIAE primary | UHRF1 binding | TCR CD3 inh | LEDGF integ inh | DDE Tn7 FP inh | TDP2 absorb | PG9 Ab binder | ABHD4 inh | HTRA1 inh | PRMT1 inh
Cc1cscc1-c1ccc(C(=O)Nc2c(C)cccc2C)o1 | 5 | 1 | -4 | 4 | 6 | -12 | 0.1 | -9 | . | 10
OC(C#CCCN1CCCCC1)(c1ccccc1)c1ccccc1 | -4 | 2 | -1 | -3 | -3 | 10 | 1.2 | 5 | . | -1
CCc1ccc2oc(C(=O)NCC(c3ccc(OC)cc3)N3CCCCC3)c(C)c2c1 (centres undefined) | -6 | 6 | -3 | 0 | -2 | -13 | 0.4 | -6 | -11 | 9
NN=C(c1cccc([N+](=O)[O-])c1)c1cccc([N+](=O)[O-])c1 | -2 | 0 | 6 | 3 | -2 | -2 | -2.8 | 7 | . | 0
Cc1coc2cc3oc(=O)ccc3cc12 | 2 | -3 | -2 | 3 | -3 | -3 | -1.5 | 2 | -1 | 1
Cc1ccc(S(=O)(=O)Nc2ccc(O)c(S(=O)(=O)c3ccc(C)cc3)c2)cc1 | 0 | 0 | 7 | 0 | -6 | -2 | -3.1 | -4 | 0 | 1
COC(=O)C1=C(C)NC(C)=C(C(=O)OC)C1c1ccc(C)o1 | 14 | 0 | -10 | 2 | 4 | -11 | -1.0 | -2 | . | -6
CCOC(=O)N1CCN(c2nc(C)c3c(n2)CC(C)CC3=O)CC1 (centres undefined) | -6 | -2 | 2 | 1 | -9 | 7 | -2.5 | -2 | -1 | -2
CC(=O)c1cccc(NC(=O)CN2C(=O)c3ccccc3C2=O)c1 | 3 | 1 | -5 | -5 | 2 | 5 | 2.0 | 2 | 3 | 5
Cc1ccc(/C=C(\NC(=O)c2ccccc2)C(=O)N2CCCCC2)cc1 | 0 | -3 | 1 | 0 | -1 | -2 | -1.5 | -5 | 2 | -3
COc1ccc(C(=O)NCC(C)(C)CNC(=O)c2ccc(OC)cc2)cc1 | 1 | -1 | 6 | -4 | 1 | -21 | -2.2 | -1 | -2 | 0
CCn1c(SCC(=O)c2ccc3c(c2)OCCO3)nnc1-c1ccco1 | 9 | -2 | -1 | 1 | 4 | 12 | -1.1 | 9 | 2 | 0
O=C(Nc1ccccc1C(F)(F)F)N1CCN(c2ccc3nncn3n2)CC1 | 9 | -1 | 0 | 0 | 10 | -17 | -1.3 | -4 | 1 | 2
CC(=O)Nc1ccc(NS(=O)(=O)c2cc(C)sc2C)cc1 | 2 | 2 | -5 | -2 | -4 | 3 | 1.4 | 2 | 4 | 4
COc1cccc(C2CC(C(F)(F)F)n3ncc(C(=O)NC(C)(C)C)c3N2)c1 (centres undefined) | -2 | 1 | -5 | -1 | 1 | 2 | -0.5 | -2 | 0 | -1
COCCCN1C(=O)[C@H](CC(=O)NCC23CC4CC(CC(C4)C2)C3)[C@]2(C(=O)OC)CCCCC=C12 | 1 | 0 | . | 0 | -4 | 2 | . | 2 | . | -1
CCCCSc1nnc(CCNC(=O)OC(C)(C)C)o1 | -2 | 2 | 4 | 6 | -7 | 2 | -1.5 | -2 | 6 | 0
CC(C)C(OC(=O)c1nsc(Cl)c1Cl)C(=O)NCC1CCCO1 (centres undefined) | -6 | 1 | 4 | -1 | 0 | 7 | -2.8 | 3 | -1 | 4
CCN(CC)C(=O)CC(c1ccc2c(c1)OCO2)c1c(OC)cc(OC)c2c(-c3ccccc3)cc(=O)oc12 (centres undefined) | 0 | -1 | 5 | 3 | 11 | 5 | -0.7 | -8 | -48 | 0
CC(NCC(=O)Nc1cc(Cl)cc(Cl)c1)c1ccccc1 (centres undefined) | 4 | 2 | -8 | -3 | -2 | 14 | -0.3 | 11 | -21 | 1
COc1ccc(N2CCN(C(=O)CN(Cc3ccccc3)S(C)(=O)=O)CC2)cc1 | 2 | 14 | 2 | 0 | 8 | 4 | 0.8 | 4 | -6 | 1
C#CCOCCOCCOCCNc1nc(N2CCN(C(=O)[C@H](CCC(=O)O)n3cc([C@@H](N)[C@H](C)CC)nn3)CC2)nc(N2CCN(C(=O)[C@H](CCC(=O)O)n3cc([C@@H](N)CC(N)=O)nn3)CC2)n1 | -1 | 1 | 2 | -1 | -2 | 11 | 1.1 | 0 | 5 | 0
CCCC(=O)Nc1cccc(S(=O)(=O)N(C)c2ccccc2)c1 | -1 | -3 | 9 | 1 | 5 | -8 | 0.0 | 4 | -1 | -1
Cc1cc(C)cc(CN2CCC(Oc3ccc(C(=O)N4CCCC4)cc3)CC2)c1 | 5 | -3 | -2 | -3 | 0 | -3 | -1.4 | -2 | -4 | 2
O=S(=O)(c1ccc(Oc2ccc3oc4ccccc4c3c2)nc1)N1CCCC1 | -2 | -1 | 2 | 2 | -3 | -1 | -1.3 | 3 | 4 | -1
CCCc1c(C(=O)N/N=C/c2cccc(OCc3ccc(F)cc3)c2)nnn1-c1nonc1N | 7 | 4 | -8 | -5 | 2 | -8 | -3.2 | 4 | 2 | 4
Cc1cc(SCC#N)n2nc(C)c(-c3ccccc3)c2n1 | -4 | -7 | 3 | 1 | -14 | -4 | -1.6 | -8 | -5 | 1
Cc1ccc2nsnc2c1S(=O)(=O)N1CCN(Cc2ccc3c(c2)OCO3)CC1 | -5 | 2 | -9 | 4 | -4 | -13 | 0.9 | -11 | -5 | 4
CCSc1nc2c(c(-c3ccc(C)o3)c1C#N)CCCC2 | 1 | 3 | 0 | 0 | -1 | -4 | 0.3 | 8 | -5 | 1
COc1ccc(-c2c3c(=O)n(C)c(=O)n(C)c3cn2-c2ccccc2O)cc1 | 4 | 0 | -3 | -9 | 5 | -16 | -0.7 | 4 | -4 | 4
CC(C)C(NC(=O)c1ccc(F)cc1)C(=O)OCC(=O)N1CC(=O)Nc2ccccc21 (centres undefined) | -1 | -1 | 2 | 0 | 6 | 5 | 2.1 | -1 | 2 | 0
Nc1cccnc1Oc1ccccc1F | -1 | -5 | 5 | 0 | -4 | 8 | -2.9 | -1 | 5 | -1
COc1ccccc1Cc1c(-c2ccc(C)cc2)nc2ccc(C)cn12 | -3 | 14 | -7 | 6 | 6 | -8 | 1.0 | -13 | . | -6
COc1ccc(-n2c(COc3ccc(C)cc3)nnc2SCC(=O)Nc2ccc(S(=O)(=O)Nc3cc(C)nc(C)n3)cc2)cc1 | -5 | -2 | . | -3 | 3 | -1 | . | -7 | . | -1
CCOCCCN1C(=O)CN(C2CCCCC2)C(=O)C1c1ccc(OC)c(OC)c1 (centres undefined) | -6 | 2 | 4 | 0 | 2 | -2 | 2.4 | 5 | 2 | -6
CCC1(CC)Cc2ccccc2C(N)=C1C#N | -3 | 0 | 11 | 2 | 8 | 0 | -0.4 | -2 | -8 | 0
O=c1oc(-c2ccccc2)cc2ccccc12 | -1 | -3 | 4 | 2 | 3 | 1 | -2.0 | 2 | . | 0
COc1ccc(CCNS(=O)(=O)c2ccc3c(c2)CC(C)N3C(=O)C2CC2)cc1OC (centres undefined) | -2 | 0 | -2 | 2 | 1 | 5 | -1.6 | -3 | 5 | -4
Cc1c(-c2ccc(F)cc2)nc(N)c(C#N)c1-c1cccnc1 | -2 | -1 | -2 | -6 | -1 | 13 | 2.4 | 1 | . | 2
CCOC(=O)c1c(C)[nH]c(O)c1C=Nc1ccccc1 | 22* | -3 | 6 | -1 | -3 | 0 | -6.7 | 4 | 16 | 10
C[C@H](c1ccccc1)n1nnc(COCc2ccccc2)c1C#CCOCc1ccccc1 | 0 | 5 | 0 | -1 | -3 | -7 | -0.8 | -10 | -28 | 0
O=C(CCN1C(=O)c2ccccc2S1(=O)=O)N1CCN(c2cccc(Cl)c2)CC1 | -4 | 2 | 9 | 2 | -2 | -1 | 0.2 | 3 | -10 | 1
COc1ccc(NC(=O)C[C@H]2C(=O)N(c3ccc(Br)cc3)C[C@@H]2C)cc1 | 1 | 0 | -3 | 0 | 1 | 7 | 0.5 | -6 | -12 | -5
C#CCOCCOCCOCCNc1nc(N2CCN(C(=O)[C@H](CCCCN)n3cc([C@@H](N)C(C)CC)nn3)CC2)nc(N2CCN(C(=O)[C@H](Cc3ccc(O)cc3)n3cc([C@@H](N)CC(C)C)nn3)CC2)n1 (some centres undefined) | -2 | 9 | 3 | -1 | 5 | -7 | 1.2 | -1 | -2 | -1
O=C(CNS(=O)(=O)c1ccc(F)cc1)N1CCCC1 | -3 | 5 | 4 | -2 | 4 | 5 | -0.9 | 3 | . | -2
COCCCN1C(=O)C(=O)/C(=C(/O)c2ccc(S(=O)(=O)N3CCCCC3)cc2)C1c1ccc(OC)cc1 (centres undefined) | 1 | -4 | 6 | 2 | -4 | 6 | 0.6 | -2 | 0 | -1
Nc1ccn([C@@H]2O[C@H](CNC(=O)[C@@H](Cc3cccnc3)NC=O)[C@@H](O)[C@H]2O)c(=O)n1 | 9 | -4 | -3 | 0 | -3 | 11 | -0.6 | 1 | 2 | 0
CSCCC(/C(O)=C(\C#N)c1nc2ccccc2[nH]1)N1C(=O)c2ccccc2C1=O (centres undefined) | 0 | -1 | 2 | -4 | -6 | 4 | -2.6 | 4 | -9 | -1
O=C(Nc1nnc(-c2ccc3c(c2)OCCO3)o1)C1CCCCC1 | 2 | -3 | -3 | -4 | 7 | -8 | -1.5 | -4 | 5 | -1
Cc1[nH]c2ccccc2c1C(=O)CSc1ccccn1 | 2 | 0 | 4 | 2 | -5 | 14 | -1.1 | -10 | -10 | -5
Cc1cccc(NC(=O)CSc2nnc(CSc3nc(C)cc(C)n3)n2Cc2ccco2)c1 | -10 | 6 | 8 | 7 | 2 | -11 | 0.4 | -11 | -8 | 0
C=CCN(CC#CC1=CCCCC1)CC1CC1 | 1 | 3 | . | 1 | 9 | -6 | . | 5 | . | -4
CCC1CCCCN1C(=O)c1noc(C(C)C)c1[N+](=O)[O-] (centres undefined) | 0 | -3 | 6 | -1 | 0 | -7 | 0.8 | 7 | 4 | 0
COc1cccc(/C=N/Nc2nc(-c3cccnc3)nc3ccccc23)c1 | -17 | 0 | 0 | -6 | -3 | -4 | -1.4 | 4 | -48 | 4

Some of the entries above in a different format.
Sequence of screens: SIAE primary	UHRF1 binding	TCR CD3 inh	LEDGF integ inh	DDE Tn7 FP inh	TDP2 absorb	PG9 Ab binder	ABHD4 inh	HTRA1 inh	PRMT1 inh
COc1ccc(NC(=O)C[C@H]2C(=O)N(c3ccc(Br)cc3)C[C@@H]2C)cc1
 : 1	0	-3	0	1	7	0.5	-6	-12	-5
O=C(CNS(=O)(=O)c1ccc(F)cc1)N1CCCC1
 : -3	5	4	-2	4	5	-0.9	3	.	-2
